Compound activity (PubChem BioAssay)
A350 fluor: compound fluoresces in the Alexa 350 spectral region. Compound autofluorescence, 340/450 nm, Alexa 350 dye-equivalents; stronger effect = higher value. max dye-equivalent concentration, M. 59,000 compounds, 11% hits. AID 590; in the data active = max dye-equivalent concentration above about 10 nM; inconclusive = mostly about 1.1 nM to 9.6 nM
ERK AVP inh: inhibitors of vasopressin-stimulated ERK signaling pathway. HEK293-V1b, vasopressin-stimulated pERK AlphaScreen. Potency, µM (highest dose often 57.5 µM), for inactives: at the top dose activity, negative = inhibition, actives largely listed as inhibitors. 72,000 compounds, 0.99% hits. AID 995; also: potency is read from the fitted curve at half-maximal effect; % is scaled to controls: 0 for no effect and ±100 for the full control effect; nearly all actives have a fitted effect of over 55% in size
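V1b-HEK293 cells; cpd 30 min 37C; 25 nM vasopressin 5 min; lyse 10 min; AlphaScreen beads 5 hr RT. Normalized to DMSO basal and 25 nM vasopressin; AC50 by Hill fit.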
Tau filament bind: binds recombinant human tau filaments; 71,000 compounds, 2% hits; recombinant tau filaments, thioflavin S fluorescence, 15 h; filaments grown with octadecylsulfate alongside compound; AID 596; Potency, µM (series often up to 57.1 µM), for inactives: at the top dose activity change, negative = inhibition; P10636;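 also: potency is read from the fitted curve at half-maximal effect; % is scaled to controls: 0 for no effect and ±100 for the full control effect; actives lower thioflavin S fluorescence by blocking filaments or displacing dye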
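His-tagged recombinant human tau (exons 2, 3, 10; 1 uM final) fibrillized with 30 uM sodium octadecylsulfate, 15 h at 37 C, in pH 7.4 HEPES buffer with 10 uM thioflavine S and 5 mM DTT. Reduced ThS fluorescence (450/510 nm) marks activity.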
Caspase-1 inhib: allosteric or competitive inhibitors of human caspase-1; Caspase-1 enzyme, Ac-WEHD-AFC fluorogenic rate; Potency, µM (top dose mostly 57.5 µM), without a hit: at the top dose activity change, negative = inhibition, most hits filed as inhibitors; 75,000 compounds, 0.03% hits;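 also: potency is read from the fitted curve at half-maximal effect; plate controls were vehicle for no effect and no substrate for full effect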
Target sequence (P29466 120-297 limits assumed): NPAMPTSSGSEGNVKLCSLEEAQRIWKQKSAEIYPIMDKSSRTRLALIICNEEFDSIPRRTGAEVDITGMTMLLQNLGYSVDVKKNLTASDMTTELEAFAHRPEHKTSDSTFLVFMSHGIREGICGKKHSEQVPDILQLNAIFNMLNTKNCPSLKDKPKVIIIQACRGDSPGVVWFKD
Target sequence (P29466 317-404 limits assumed): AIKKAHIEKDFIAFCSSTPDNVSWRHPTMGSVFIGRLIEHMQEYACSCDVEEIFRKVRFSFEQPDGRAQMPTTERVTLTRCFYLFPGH
USP2a inhib: inhibitors of human ubiquitin-specific protease USP2a; USP2a enzymatic assay, qHTS inhibition; Potency, µM (highest dose often 38.3 µM), inactives show top-dose activity change, negative = inhibition, actives largely listed as inhibitors; 60,000 compounds, 0.1% hits; AID 927;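 also: potency is read from the fitted curve at half-maximal effect; nearly all actives have a fitted effect of over 60% in size; plate controls were DMSO for no effect and NEM full inhibition control for full effect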
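Inhibition is measured in a cell-free coupled assay with 20 nM USP2 core, 20 nM Ub-PLA2 and 20 uM NBD C6-HPC, 2.5 h incubation. Activity normalized to NEM control.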
HEK293 cAMP ctrl: counter-screen for TSHR agonists: cAMP increase in parental HEK293 | AID 938 | 73,000 compounds, 2.5% hits | parental HEK293 CNG cAMP sensor, membrane potential fluorescence | Potency, µM (titrated, usually from 57.1 µM), for the others: top-dose activation, usual class: activators; also: potency is read from the fitted curve at half-maximal effect; % of control where 0% means no effect; nearly all actives have a fitted effect of over 55% in size
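Parental HEK 293 cells stably expressing a cAMP-gated CNG channel were loaded with membrane potential dye containing 100 uM RO 20-1724 for 60 min. Compound added for 30 min; depolarization read as fluorescence intensity at 590 nm.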
CRE-bla Fsk: modulators of forskolin-stimulated CRE signaling in CHO cells. CHO CRE-bla reporter (cAMP response element driving beta-lactamase), forskolin EC10, beta-lactamase ratio. Potency, µM (series often up to 38.2 µM), for the others: at the highest dose activity change, negative = inhibition, hits mostly activators. 71,000 compounds, 2.5% hits. AID 662; active = well fitted activation curve with a large enough effect in the signal ratio, with a control signal flat, not every such curve was filed as active; inconclusive = small, poorly fitted or top-dose-only effect, or effect the other way, or a change in a side signal; the % refers to the signal ratio; also: potency is read from the fitted curve at half-maximal effect; % of control where 0% means no effect
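Titrated compounds plus EC10 NKH 477 on CHO CRE-bla cells, 3 h, 37 °C. CCF4, 2 h RT. Ratio 460/530 nm → AC50.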
BRCT PPI green: inhibitors of human BRCA1 BRCT-phosphoprotein interaction (green fluorophore); 75,000 compounds, 0.05% hits; P38398; AID 875; Potency, µM (series often up to 76.9 µM), for the others: top-dose activity change, negative = inhibition, most hits filed as inhibitors; BRCA1 BRCT-phosphopeptide binding, green fluorescence polarization;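 also: potency is read from the fitted curve at half-maximal effect; plate controls were peptide without protein for full effect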
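Fluorescence polarization: His-tagged BRCT (~35 kDa BRCA1 C-terminus, 250 nM) bound to 100 nM fluorescein-labeled phosphorylated 10-aa BACH1 peptide, pH 7.3 phosphate buffer with DTT and Tween 20. Compounds incubated 12 min at room temperature; inhibition read as lowered polarization.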
Luciferase inh: firefly luciferase inhibition; purified firefly luciferase, luminescence, 8 min; P08659; 72,000 compounds, 2.2% hits; AID 411; Potency, µM (highest dose often 57.1 µM), for the others: at the top dose activity change, negative = inhibition, hits mostly inhibitors; also: potency is read from the fitted curve at half-maximal effect; % is scaled to controls: 0 for no effect and ±100 for the full control effect; nearly all actives have a fitted effect of over 40% in size
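Inhibition of light generation by firefly luciferase from ATP and luciferin was profiled with concentration-response curves per sample, ATP held at 10 uM within the enzyme's linear range. Plates were read by luminescence after an 8-minute ambient incubation.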
BRCT inh red: disrupts BRCA1 BRCT binding to phosphoprotein, red fluorophore readout. P38398. BRCT-phosphopeptide binding, red fluorescence polarization. Potency, µM (series often up to 76.9 µM), inactives show top-dose activity change, negative = inhibition, hits mostly inhibitors. 75,000 compounds, 0.03% hits. AID 892; also: % is scaled to controls: 0 for no effect and ±100 for the full control effect
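Rhodamine-labelled pBACH1 10-mer (100 nM) bound to BRCT domain (100 nM) at pH 7.3; compounds incubated 12 min room temperature, polarization read. Free peptide defines full inhibition; unlabelled decapeptide titrated as control.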
Caspase-7 inhib: blocks human caspase-7 allosterically or competitively; AID 889; recombinant caspase-7, Ac-DEVD-AFC fluorescence rate; Potency, µM (doses to about 57.5 µM), for the others: at the highest dose activity change, negative = inhibition, most hits filed as inhibitors; 75,000 compounds, 0.02% hits; P55210; active = well fitted inhibition curve with a large enough effect in the main read-out, with a control signal flat, not every such curve was filed as active; inconclusive = small, poorly fitted or top-dose-only effect, or a change in a side signal; also: potency is read from the fitted curve at half-maximal effect; % of control where 0% means no effect
Target sequence (P55210 24-198 limits assumed): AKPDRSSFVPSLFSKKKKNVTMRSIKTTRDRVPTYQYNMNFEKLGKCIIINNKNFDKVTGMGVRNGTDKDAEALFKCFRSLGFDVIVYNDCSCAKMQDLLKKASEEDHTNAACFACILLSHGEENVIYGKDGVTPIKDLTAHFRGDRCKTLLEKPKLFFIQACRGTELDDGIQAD
Target sequence (P55210 207-303 limits assumed): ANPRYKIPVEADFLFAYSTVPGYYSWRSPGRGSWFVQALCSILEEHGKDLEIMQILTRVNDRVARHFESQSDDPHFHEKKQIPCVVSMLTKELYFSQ
Numbers without * were called inactive; i = inactive; u = inconclusive; x = no result given; [ ] = another dose, or the depositor's remark. Unless noted, calls follow the shape of the dose curve; as a rule, active = well fitted curve in the direction sought with a large enough effect; inconclusive = small, poorly fitted or top-dose-only effect, or another doubt; inactive = no such curve, though single readings can be large; an effect the other way counts as inactive or inconclusive.

SMILES,A350 fluor,ERK AVP inh,Tau filament bind,Caspase-1 inhib,USP2a inhib,HEK293 cAMP ctrl,CRE-bla Fsk,BRCT PPI green,Luciferase inh,BRCT inh red,Caspase-7 inhib
COCCn1c(SCC(=O)N2CCCC2)nnc1-c1ccoc1C,i,-6%,-2%,-2%,x,-3%,5%,-0.2%,2%,-0.5%,0%
COc1ccccc1CNCCCCCCNCCCCCCCCNCCCCCCNCc1ccccc1OC,i,-12%,16%,2%,-2%,-1%,0%,-1.4%,3%,0.4%,1%
CCc1nnc(NC(=O)CSc2ncc(-c3ccccc3)n2CC)s1,i,-17%,1%,-3%,x,u,-3%,0.3%,0%,0.0%,1%
CCC1CCCCN1CCCNC(=O)C1CCN(S(=O)(=O)N2CCCCC2)CC1 (stereo unspecified),u,-5%,2%,-3%,-4%,6%,-1%,1.1%,1%,-0.5%,-1%
NC(=O)c1cnn2c(C(F)(F)F)cc(-c3ccccc3)nc12,7.1e-08M*,u,-9%,-12%,7%,1%,u,-1.6%,4%,-1.1%,-11%
CCSc1nnc(NC(=O)CSc2nccn2-c2cccc(C)c2)s1,i,-2%,-5%,-1%,9%,21%,5%,-0.4%,1%,-0.8%,-4%
CC1=C(/C=C/C(C)=C/C=C/C(C)=C/CO)C(C)(C)CCC1,x,30%,32µM*,2%,58%[activator],u,1%,-1.9%,x,-0.1%,-6%
OC[C@@H]1CCC[C@H](n2cnc3c(=S)nc[nH]c32)O1,i,-7%[11.5 µM],0%[11.4 µM],-3%[11.5 µM],x,5%[11.4 µM],16%[7.6 µM],-0.5%[15.4 µM],2%[11.4 µM],-0.5%[15.4 µM],2%[11.5 µM]
COc1ccc(C2C(C(=O)N3CC(C)CC(C)C3)c3ccccc3C(=O)N2C)cc1 (stereo unspecified),u,10%,-5%,1%,12%,16µM*,-4%,1.6%,2%,0.7%,0%
CSc1nsc(SC)c1NC(=O)N1CCCC1,i,41%,119%,1%,1%,10%,u,-2.4%,-1%,-2.1%,0%
CCOC(=O)C1CCCN(C(=O)Cn2ncc3c(=O)oc4ccc(C)cc4c32)C1 (stereo unspecified),x,-22%,-6%,2%,x,-1%,-3%,-2.0%,0%,0.9%,-1%
CCOC(=O)OCC1OC(c2ccccc2)C=CC1Oc1cccc(N(C)C)c1 (stereo unspecified),x,26%[11.5 µM],x,-1%[11.5 µM],x,7%[11.4 µM],x,-0.2%[15.4 µM],x,1.3%[15.4 µM],1%[11.5 µM]
CO[C@@H]1COC(=O)CC=C[C@@H](C)[C@@H]2C=C[C@H](O)[C@@H](COC(=O)[C@H](C)NC(=O)CC=C[C@H]1C)O2,x,13%[11.5 µM],x,1%[11.5 µM],x,-2%[11.4 µM],x,-2.0%[15.4 µM],0%[11.4 µM],0.6%[15.4 µM],-1%[11.5 µM]
CNCCC=C1c2ccccc2C=Cc2ccccc21,i,-5%[25.7 µM],-18%[25.6 µM],0%[25.7 µM],-4%[17.1 µM],7%[25.6 µM],-10%[17.1 µM],0.0%[34.4 µM],5%[25.5 µM],-0.6%[34.4 µM],1%[25.7 µM]
COc1ccc(C(=O)N2CCC[C@@]3(CCN(C(=O)Nc4ccccc4)C3)C2)cc1,i,-5%,6%,-2%,29%,u,-8%,-3.4%,-3%[11.4 µM],-3.5%,1%
Cc1ccc(CNn2cnnc2SCC(=O)NC(C)(C)C)cc1,i,-9%,14%,-1%,-2%,u,-2%,-1.0%,3%,-0.9%,4%
Cn1c(=O)n(C)c2cc(C(N)=O)ccc21,i,-8%,8%,0%,0%,4%,14%,-2.9%,-2%,-0.3%,-7%
CC(C)N1C(=O)CCC1C(=O)NCCc1ccccc1 (stereo unspecified),1.5e-08M*,7%,6%,-1%,-4%,1%,-4%,-0.1%,4%,0.1%,1%
COc1cc(NC(=O)CCN2CCN(c3ccccc3F)CC2)cc(OC)c1,i,-19%,-22%,-2%,8%,7%,-14%,-3.2%,-1%,-2.1%,0%
CSc1nc2ccc(NC(=O)C3CCCO3)cc2s1 (stereo unspecified),i,-10%,-8%,0%,-8%,10%,3%,0.2%,25µM*,-2.0%,0%
CCCCCC(=O)N(O)C1CC(=O)N(c2ccccc2)C1=O (stereo unspecified),i,2%,4%,-1%,53%[activator],0%,u,-0.2%,-3%,0.9%,0%
C=C(C)n1c(=O)[nH]c2ccccc21,u,-7%,-14%,1%,-2%,8%,10%,-1.4%,1%,-0.2%,-1%
CCOC(=O)N1CCC(N2Cc3cccc(C(=O)O)c3C2=O)CC1,x,x,0%,-3%,x,2%,-5%,-1.6%,3%,0.4%,2%
Cc1cc(Cl)c(S(=O)(=O)N2CCCCCC2)cc1OCC(N)=O,i,-19%,-15%,4%,10%,10%,u,1.4%,0%,1.1%,0%
Cc1cc(C)cc(NC(=O)CSc2nnc(-c3ccc(S(=O)(=O)N4CCCC4)cc3)o2)c1,u,-8%,4%,-2%,29%,-6%,2%,-0.8%,-3%,0.6%,1%
NCc1ccc(-c2nc3ccccc3o2)cc1,i,-4%,11%,2%,21%,15%,1%,-0.3%,-13%,1.1%,1%
O=C1CCCCCC1C1(O)C(=O)Nc2ccccc21 (stereo unspecified),x,-23%,12%,1%,-2%,-4%,-3%,-1.6%,3%,-0.6%,1%
CCCOc1c(OC)cccc1C1CC(=O)Nc2cc(OC)c(OC)c(OC)c21 (stereo unspecified),i,15%,-1%,0%,15%,5%,u,-2.2%,0%,-0.8%,-2%
CC1(C)CC(=O)C2=C(C1)N(c1ccccc1)C(N)=C(C#N)C2c1cccnc1 (stereo unspecified),9.4e-08M*,0%,-2%,-12%,1%,0%,-11%,-0.8%,-1%,-0.3%,-5%
COc1ccccc1-c1nc2n(n1)C(c1ccccc1Cl)C(C(N)=O)=C(C)N2 (stereo unspecified),x,-20%,4%,-3%,x,7%,2%,-2.5%,2%,0.4%,-2%
CC(C)N(C(=O)COc1ccc(Br)cc1Cl)C(C)C,x,-3%,-6%,-2%,2%,u,3%,-0.3%,-1%,0.2%,-1%
COc1cc2[nH]c3c(N4CCN(c5ccccn5)CC4)ncnc3c2cc1OC,u,25µM*,117%,-1%,40%[activator],-5%,-8%,-3.1%,-29%,-2.7%,-1%
CCCCOC(=O)C1=C(C)Nc2ncnn2C1c1ccc(OC)c(OC)c1OC (stereo unspecified),u,5%,-3%,-2%,9%,8%,9%,0.0%,2%,-2.0%,-2%
COC(=O)c1c(-c2ccc(OC)c(OC)c2)csc1N,i,u,-13%,-2%,3%,24%,u,-1.3%,2%,-1.3%,-1%
CCN1C(=O)N(C)C2(c3ccccc3)N(C)C(=O)N(C)C12c1ccccc1 (stereo unspecified),u,-3%,1%,3%,6%,13%,14%,-2.4%,-1%,0.6%,-1%
Cn1ccnc1Sc1nnnn1-c1ccccc1,i,8%,8%,-1%,1%,7%,2%,-1.7%,0%,-1.1%,3%
Cc1ccc(CCNC(=O)CN2CCN(Cc3ccccc3F)C2=O)cc1,i,12%,-3%,3%,7%,u,u,0.1%,2%,-0.6%,0%
O=C(NCc1cccnc1)C1CCN(S(=O)(=O)N2CCC3(CC2)OCCO3)CC1,i,7%,3%,0%,9%,5%,9%,-0.4%,1%,-0.4%,0%
O=C1c2ccccc2C(=O)N1Cc1nc(-c2ccncc2)no1,i,-4%,-14%,0%,-9%,14%,3%,-2.7%,0%,-0.9%,1%
COc1ccc(-c2nnc(SC(=O)N3c4ccccc4Sc4ccccc43)o2)cc1,x,-1%,-21%[11.4 µM],-2%,1%[7.66 µM],-14%[11.4 µM],u,1.2%,0%,0.8%,1%
COc1ccc(-c2nnc(CSc3ncnc4sc5c(c34)CCC5)o2)cc1OC,i,9%,-11%,-2%,27%,u,2.5µM*,-0.3%,2%,-1.9%,-4%
Nc1ncc(-c2cc3ccccc3oc2=O)s1,i,-23%,u,-3%,-2%,-4%,u,-0.9%,13µM*,1.0%,-3%
Cc1nc(SCc2ccccc2)c(C(F)(F)F)c(=O)[nH]1,i,-11%,7%,-1%,6%,1%,u,-1.2%,0%,-1.1%,0%
CCOC(=O)c1cc(-c2cccs2)nn1CCC#N,i,-14%,-6%,1%,4%,-1%,18%,-3.2%,2%,0.3%,1%
CCOC(=O)Cn1cnc2c(nnn2-c2ccc(C)cc2)c1=O,i,39%,-5%,2%,7%,u,u,-0.3%,0%,-1.4%,0%
